From PubChem
rat mGlu8 modulation – rat mGlu8 modulation via Gqi9 calcium signal, confirmation, counter-screen for GIRK activator project, cell-based, HEK293 rmGlu8, Gqi9 chimera. HEK293 rmGlu8/Gqi9 calcium flux, Fluo-4 fluorescence; glutamate at EC20 added after compound. calls only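 (single compound addition from 20 µM solution with 0.2% DMSO)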. 2,100 compounds, 4% hits. AID 623869;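 active = calcium fluorescence trace judged by eye to show a response, as agonist, enhancer of the glutamate response, or inhibitor; inactive = trace judged by eye to show no response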
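Material: rat mGlu8 HEK-293 cells with transient Gqi9; medium: HEPES-buffered HBSS, pH 7.4; reagent: EC20 glutamate; dosing: one dose, 20 µM addition solution, 0.2% DMSO; incubation: compound 4 min before glutamate, then 2 min recording; measured by: Fluo-4 calcium fluorescence, 1 Hz; evaluation: F/F0 fluorescence traces judged visually for each well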
Calls only; i = inactive; + = active, no number.

| compound | rat mGlu8 modulation |
| --- | --- |
| Cc1ccc(C)c(Nc2c([N+](=O)[O-])cc(C(=O)N3CC(=O)Nc4ccccc43)cc2[N+](=O)[O-])c1 | i |
| Cc1ccc(-n2c(CSc3nc(C)cc(C)n3)nnc2SCC(=O)NCc2ccco2)cc1 | i |
| O=C(NC(=S)N(Cc1ccccc1)Cc1ccccc1)c1ccccc1F | i |
| CC(C)c1nc(N2CCOCC2)c(C#N)c2c1CCCC2 | i |
| CC(=O)/C(=N\Nc1ccc(Cl)cc1Cl)Sc1cccc2cccnc12 | i |
| CCOP(=O)(c1ccccc1)c1nc(-c2ccccc2C)oc1N1CCCCC1 (stereo not given) | i |
| CC(=O)c1ccc(N2CCCC2)c(F)c1 | i |
| C/C(N)=C(/C#N)C(=O)CSc1nc2cc(Cl)ccc2c(=O)n1-c1ccc(C)cc1 | i |
| CCc1ccc(Nc2nc3ccccc3c(=O)s2)cc1 | i |
| c1ccc2c(N3CCCCCC3)nc(-c3ccncc3)nc2c1 | i |
| CN1CCN(C(=O)c2sc(=S)n(-c3ccccc3)c2N)CC1 | i |
| O=C(NC(=S)N1CCN(Cc2ccc3c(c2)OCO3)CC1)c1cccc(Br)c1 | i |
| Cc1ccc(N(C(=O)CCC(=O)Nc2cc(C)on2)C(C(=O)NC2CCCC2)c2cccs2)cc1 (stereo not given) | i |
| CC(C)NC(=O)c1nc2ccccc2s1 | i |
| O=C(NC(=S)N1CCc2ccccc21)c1ccccc1Br | i |
| CCCCNC(=S)NC(=O)c1ccc(Cl)cc1Cl | i |
| CSc1ccccc1C(=O)Nc1cccc(C(C)=O)c1 | i |
| CCC(C)n1c(=S)[nH]c2c(sc3ccc([N+](=O)[O-])cc32)c1=O (stereo not given) | i |
| CC(=O)Oc1ccc2c(c1)Oc1cc(OC(C)=O)ccc1C21OC(=O)c2ccccc21 | i |
| Cc1cc(=O)n2[nH]c(C)c(-c3ccccc3)c2n1 | i |
| CC12CCC(C(=O)N(CSC(=S)N/N=C\c3ccccc3Cl)C1=O)C2(C)C (stereo not given) | i |
| Cc1ccc(N2CC(C(=O)Oc3cccc(N4C(=O)CCC4=O)c3)CC2=O)cc1 (stereo not given) | i |
| CC(C)(C)c1ccc(SCC(N)=O)cc1 | i |
| CCOc1ccc(-c2nnc(NC(=O)CCCOc3cccc(C)c3)o2)cc1 | i |
| Cc1cccc(OCC(=O)NC(=S)Nc2ccccc2N2CCOCC2)c1 | i |

(list continues)
| compound | rat mGlu8 modulation |
| --- | --- |
| CCc1ccccc1N(C)C(=O)CCc1nc(-c2ccc(C)cc2)no1 | i |
| C=C(C)C1CC=C(C)/C(=N/NC(=O)COc2cccc(C)c2)C1 (stereo not given) | i |
| CC(/C=N/n1c(-c2ccccc2)n[nH]c1=S)=C\c1ccco1 | i |
| Cc1c(C)[n+](=O)c2c(n1[O-])CCC2 | i |
| Oc1c(C=NCc2ccncc2)sc2ccccc12 | + |
| O=C(NC(=S)Nc1ccc(Cl)cn1)c1cccs1 | i |
| CCN(C(=O)CSc1nc2ccccc2n1CCc1ccccc1)C1CCS(=O)(=O)C1 (stereo not given) | i |
| N#Cc1c(N2CCN(C(=O)c3ccccc3)CC2)nc(-c2ccccc2)c2c1CCCC2 | i |
| O=C(C1CCC(Cn2c(=S)[nH]c3ccccc3c2=O)CC1)N1CCN(c2ccccc2)CC1 (stereo not given) | i |
| Cc1cccc(OCC(=O)NC(=S)N2CCCc3ccccc32)c1 | i |
| Cc1noc(C)c1S(=O)(=O)N1CCC(Cc2ccccc2)CC1 | i |
| Brc1ccc(-c2nnc3c4ccccc4nc(N4CCOCC4)n23)cc1 | i |
| S=C1Nc2ccccc2Sc2ccc(Cl)cc21 | i |
| COc1ccc(NC(=O)COC(=O)CC23CC4CC(CC(C4)C2)C3)c([N+](=O)[O-])c1 | i |
| CCn1c(NC(=S)Nc2ccccc2)nc2ccccc21 | i |
| CCOC(=O)Cn1c(=N)n(Cc2ccccc2F)c2ccccc21 | i |
| CCOc1ccc(N2C(=O)/C(=C/c3cc(OC)c(OC)c(OC)c3)N(CC(=O)OC)C2=S)cc1 | i |
| CC(/C=C\c1cccnc1)=C/C(=O)O | i |
| Cc1cc(-c2n[nH]c(=S)n2/N=C/c2ccc(Br)s2)n[nH]1 | i |
| CCCCCCn1c(=O)[nH]c2nc3cc(N)ccc3nc2c1=O | i |
| COC(=O)C1CCCN1C(=O)c1cccs1 (stereo not given) | i |
| CCOc1cc(N2CCOCC2)c(OCC)cc1NC(=O)COC(=O)CCc1c[nH]c2ccccc12 | i |
| COC(=O)CSc1nnc(SCc2ccc(OC)cc2)s1 | i |
| O=C1NC(=S)/C(=C\c2ccc(-c3ccccc3Cl)o2)S1 | i |
| O=C(CSc1nc(-c2ccccc2)cc(=O)[nH]1)N1CCc2ccccc21 | i |

Later entries:
| compound | rat mGlu8 modulation |
| --- | --- |
| COc1cccc(N2CCN(c3c4c(nc5ncnn35)CCC4)CC2)c1 | i |
| O=C1c2ccccc2NC(c2ccc(-c3cccc(Cl)c3)o2)N1O (stereo not given) | i |
| CCc1ccc2nc(NC(=O)c3cc(C)on3)sc2c1 | i |
| O=C(NC(=S)N1CCN(c2ccc(C(F)(F)F)cc2[N+](=O)[O-])CC1)c1cccs1 | i |
| Cc1ccccc1C(=O)NC(=S)Nc1ccc(Oc2ccc(Cl)cc2)cc1 | i |
| CCCc1nnc2n1N=C(c1ccc(OC)c(OC)c1)CS2 | + |
| CCOC(=O)c1c(NC(=O)C2C3C=CC(C3)C2C(=O)O)sc2c1CCC(CC)C2 (stereo not given) | i |
| O=C(Nc1cccc(S(=O)(=O)c2cccc(NC(=O)C3CC3)c2)c1)C1CC1 | i |
| CC(C)(C)CC(=O)Nc1ccc(C(N)=O)cc1 | i |
| CSC1=NSC2=NC(=O)/C(=C/c3coc4ccccc4c3=O)C(=N)N12 | i |
| O=C(NC(=S)Nc1nc2c(s1)CCCC2)c1ccc(C(=O)c2ccccc2)cc1 | i |
| Cc1ccc(NC(=S)N/N=C/c2c(Cl)cccc2Cl)c(C)c1 | i |
| CN1CCN(C(=O)Nc2cccc3ccccc23)CC1 | i |
| COc1cccc(NC(=O)COc2ccc(C)cc2)c1 | i |
| CO/N=C(\Cn1ncc(N2CCCC2)c(Cl)c1=O)c1ccc(Cl)cc1 | i |
| CC(C)Cn1cnc2sc3c(c2c1=N)CCCC3 | i |
| COc1cc(NC(=O)CSCc2cnn(-c3ccccc3)c2-n2cccc2)cc(OC)c1 | i |
| Cn1sc(NC(=O)c2cccc(Cl)c2)nc1=O | i |
| O=C(Nc1ncc(Br)s1)C(Cc1ccccc1)n1cccc1 (stereo not given) | i |
| Cc1ccc2cccc(Oc3nnnn3-c3ccccc3)c2n1 | i |
| CCCn1c(=O)c2ccccc2n2c(SCCOc3ccccc3F)nnc12 | + |
| O=C(Nc1ccc(F)cc1)c1cccc2c1C(=O)N(Cc1ccccn1)C2 | i |
| CCCC(=O)Nc1ccccc1N1CCN(C(=O)c2ccccc2)CC1 | i |
| S=c1nc(C2CC2)[nH]c2ccccc12 | i |
| CCSc1nnc(NC(=O)C(Cc2ccccc2)n2cccc2)s1 (stereo not given) | i |

Additional structures follow.
| compound | rat mGlu8 modulation |
| --- | --- |
| CCn1cc(C(=O)N2CC=C(c3ccccc3)CC2)c(=O)c2ccc(C)nc21 | i |
| NC(=O)CSc1ncnc2c1cnn2Cc1ccccc1 | i |
| CCCOC(=O)c1ccc(NC(=O)c2ccoc2C)cc1 | i |
| Cc1ccc(C2C3=C(NCCN=C3c3ccccc3)C(=O)N2c2ccccc2)cc1 (stereo not given) | i |
| Clc1ccccc1-c1nn2c(COc3ccccc3)nnc2s1 | i |
| FC(F)(F)c1cccc(N2CCN(C(=S)NC3CCCCC3)CC2)c1 | i |
| COC(=O)c1ccc2c(=O)n(C3CCCCC3)c(SCC#N)nc2c1 | i |
| CC12CC3CC(C)(C1)CC(C(=O)NC(=S)N1CCOCC1)(C3)C2 | i |
| CC(C)C(=O)NC(=S)N(Cc1ccccc1)Cc1ccccc1 | i |
| CCOC(=O)N/N=C/c1c(C)nn(-c2ccccc2Cl)c1Cl | i |
| O=C(c1oc(=O)c2ccccc2c1-c1ccccc1)N1CCN(C2CCCCC2)CC1 | i |
| CCOC(=O)C1=C(C)NC(=O)NC1c1ccc(Br)o1 (stereo not given) | i |
| CC1CCN(c2c([N+](=O)[O-])c(=O)oc3ccccc23)CC1 | i |
| Cc1cc(C)c(NC(=O)c2ccc(S(=O)(=O)N(C)C)cc2)c(C)n1 | i |
| Cc1ccc(C)c2[nH]c(=O)c(CN(CCN3CCCC3)C(=O)Nc3ccc(F)cc3)cc12 | i |
| CCCn1c(=N)n(CC(O)COc2cccc(C)c2)c2ccccc21 (stereo not given) | i |
| Fc1ccc(-c2nnc3ccc(N4CCc5ccccc5C4)nn23)cc1 | i |
| COc1c2occc2c(OC)c2c(=O)cc(C(F)(F)F)oc12 | i |
| CCCc1cc(=O)n2[nH]c(-c3ccc(Br)cc3)cc2n1 | i |
| CCC(C)(C)NC(=O)C(c1ccc(F)cc1)N(Cc1ccco1)C(=O)c1cnccn1 (stereo not given) | i |
| O=C(NC(=S)Nc1ccc2c(c1)OCO2)c1ccccc1 | i |
| O=C(Nn1c(C2CCCCC2)nc2ccccc2c1=O)c1ccc([N+](=O)[O-])cc1Cl | i |
| COc1ccc(/C=C2\N=C(SC)NC2=O)cc1 | i |
| CCC(=O)N1CCN(c2ccccc2NC(=O)COc2cccc(C)c2)CC1 | i |
| Cc1ccccc1CNC(=O)Nc1cccs1 | i |

New compounds follow
| compound | rat mGlu8 modulation |
| --- | --- |
| O=C1/C(=C/c2ccc(N3CCCC3)cc2)NC(=S)N1C1CC1 | i |
| Cc1nc2c(-c3ccccc3)c(C)[nH]n2c(=O)c1Cl | i |
| CCOC(=O)/C(=C\C=C1/Sc2cc(OCC)c(OCC)cc2N1CC)C(C)=O | i |
| Brc1ccccc1-c1nnc2sc(-c3ccc4c(c3)OCCO4)nn12 | i |
| CCCCN(CCCC)C(=O)CSc1nnc2n(C)c(=O)c3c4c(sc3n12)CCCC4 | i |
| CCc1nc(N2CCOCC2)c(C#N)c2c1CCCC2 | + |
| COc1ccc(/C=N/n2c(-c3cccs3)n[nH]c2=S)cc1 | i |
| O=C(NN=C1c2ccccc2-c2ccccc21)c1cccc(Br)c1 | i |
| CN(C)Cc1cc(C(C)(C)C)c(O)c(C(C)(C)C)c1 | i |
| Cc1ccc(C(=O)NNC(=S)NC(=O)c2ccc(Cl)cc2Cl)cc1 | i |
| O=C1c2cccc3c(O)ccc(c23)C(=O)N1Cc1ccccc1 | i |
| O=c1sc(N2CCN(c3ccccc3F)CC2)nc2ccsc12 | i |
| COCCCNc1c2c3c(cccc3[nH]c1=O)C(=O)c1ccccc1-2 | i |
| CCCCn1c(=N)n(CC(O)COc2cccc(C)c2)c2ccccc21 (stereo not given) | i |
| Cc1c(C(=O)NCc2cccnc2)oc2ccc(S(=O)(=O)N3CCC4(CC3)OCCO4)cc12 | i |
| N=C1/C(=C/c2cccs2)C(=O)N=C2SN=C(SCc3ccccc3)N12 | i |
| CC1CCCC(n2c(=S)[nH]c3ccccc3c2=O)C1C (stereo not given) | i |
| COc1cc2c(cc1NC(=O)COc1ccccc1OC)oc1ccccc12 | i |
| Cc1ccc(C2CC2C(=O)NNC(=S)Nc2ccc(Cl)cc2)cc1 (stereo not given) | i |
| CC(=O)Nc1nnc(C)s1 | i |
| C=CCNC(=O)NC(=S)c1ccccc1 | i |
| CCOC(=O)c1c(NC(=O)CSc2nnc(Cc3csc(N)n3)n2C)sc(C)c1C | i |
| COc1ccc(C(=O)NC(=S)N2CCCCC2)cc1 | i |
| COc1ccccc1/C=C/C(=O)NC(=S)N(C)C1CCCCC1 | i |
| S=c1[nH]nc(-c2cc3c(s2)-c2ccccc2CC3)o1 | + |

(more compounds)
| compound | rat mGlu8 modulation |
| --- | --- |
| Cc1ccc(OCC(=O)NNC(=O)C(C)Sc2ncnc3sc(C)c(C)c23)cc1 (stereo not given) | i |
| CCOc1cc2[nH]c(=S)n(C(C)C)c(=O)c2cc1OCC | i |
| COc1ccc(C(=S)Nc2ccc(N(C)C)cc2)cc1 | i |
| Fc1cccc(C2NN=C(c3ccccc3)S2)c1 (stereo not given) | i |
| Cc1ccc(CN2C3=NCCCN3c3ccccc32)cc1 | i |
| CSc1ccccc1NC(=O)Nc1ccccc1 | i |
| CN(c1ccccc1)S(=O)(=O)c1ccc(NC(=S)NC(=O)c2ccccc2)cc1 | i |
| Cc1ccc2nsnc2c1S(=O)(=O)Nc1cccc2nsnc12 | i |
| CCOC(=O)C1=C(C)N=C2SCCC(=O)N2C1c1sccc1C (stereo not given) | i |
| CC1Cc2ccccc2N1C(=S)NC(=O)c1ccc(Cl)cc1Cl (stereo not given) | i |
| CCOc1ccc(C(=O)CN2CCN(S(=O)(=O)c3ccc(Br)cc3)CC2)cc1 | i |
| COc1ccccc1/C=C/C=N\N1CCN(Cc2ccccc2Cl)CC1 | i |
| CCCCN(C)S(=O)(=O)c1ccc(C(=O)Nc2nnc(-c3cccs3)o2)cc1 | i |
| COc1ccc(C2CC(c3ccc(Cl)c(Cl)c3)Nc3nc(N)nn32)cc1 (stereo not given) | i |
| COC(=O)C(NC(=O)COc1ccccc1)(Nc1nc2c(s1)CCCC2)C(F)(F)F (stereo not given) | i |

These rows are one share of the data; the hit share may differ from the screen's.
